Source: PubChem (several laboratories)
KCNK3 inh: human KCNK3 channel inhibition, primary screen; O14649; CHO-KCNK3 thallium flux, FluxOR fluorescence; hits give low values; 340,000 compounds, 0.84% hits; AID 602410; B-score at 10 µM;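 active = B-score under library mean minus 4 SD, starting fluorescence ratio at most library mean plus 5 SD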;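 note: more negative B-score means stronger inhibition of thallium flux through KCNK3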
Dyrk1A ADPGlo: inhibitors of rat Dyrk1A kinase; AID 504441; inhibition, % at 12.5 µM; 310,000 compounds, 0.43% hits; Q63470; ADP-Glo luminescence, NFATc1 peptide; in the data active = inhibition above about 50%;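 note: plate controls were vehicle with enzyme for no effect and no enzyme for full effect; many of its hits are not listed in these tables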
KCNQ1 pot: human KCNQ1 channel potentiation or activation | CHO-K1 KCNQ1, thallium flux FluxOR fluorescence; hits give high values | B-score at 10 µM | 310,000 compounds, 0.35% hits | AID 2648;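 active = fluorescence ratio B-score, a plate-corrected score, at least three library SD, with initial intensity B-score within 5 SD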
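System: CHO-K1 cells stably expressing KCNQ1 / Medium: assay buffer for compound exposure, DMSO matched across wells / Reagent: thallium- and potassium-containing depolarizing buffer / Compound: one concentration, matched DMSO / Incubation: 20 min compound pretreatment at room temperature / Measured by: kinetic FluxOR fluorescence, 10 s baseline plus 110 s post-stimulus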
HDAC3 inhib: human HDAC3 inhibition | O15379 | recombinant HDAC3, fluorogenic peptide/trypsin coupled, fluorescence | inhibition, % at 8.3 µM | 320,000 compounds, 0.15% hits | AID 2718; in the data active = inhibition above about 26%, passing the limit was not always enough; inconclusive = no clear call, values can overlap the other calls
Target sequence (O15379 whole entry, looked up): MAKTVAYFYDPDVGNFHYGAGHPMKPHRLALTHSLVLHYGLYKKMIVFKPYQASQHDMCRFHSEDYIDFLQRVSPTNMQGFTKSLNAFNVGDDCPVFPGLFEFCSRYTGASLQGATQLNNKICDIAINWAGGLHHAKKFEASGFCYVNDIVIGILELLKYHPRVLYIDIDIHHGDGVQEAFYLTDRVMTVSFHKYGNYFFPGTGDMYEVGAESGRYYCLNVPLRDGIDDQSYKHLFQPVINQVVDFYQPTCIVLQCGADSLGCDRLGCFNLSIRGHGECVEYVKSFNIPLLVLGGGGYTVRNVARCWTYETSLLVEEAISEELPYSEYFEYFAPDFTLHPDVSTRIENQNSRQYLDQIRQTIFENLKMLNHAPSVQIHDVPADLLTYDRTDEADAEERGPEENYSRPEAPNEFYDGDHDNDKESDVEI
KCNK9 inh: inhibitors of human KCNK9 two-pore domain potassium channel | Q9NPC2 | HEK293 KCNK9, FluxOR thallium flux fluorescence; hits give low values | B-score at 10 µM | 310,000 compounds, 1.2% hits;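 active = ratio B-score over 3 SD below the library mean, with starting fluorescence within 5 SD of its mean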;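 note: negative B-score means less thallium flux so channel inhibition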
Target sequence (Q9NPC2 whole entry, looked up, the tested form may be a part): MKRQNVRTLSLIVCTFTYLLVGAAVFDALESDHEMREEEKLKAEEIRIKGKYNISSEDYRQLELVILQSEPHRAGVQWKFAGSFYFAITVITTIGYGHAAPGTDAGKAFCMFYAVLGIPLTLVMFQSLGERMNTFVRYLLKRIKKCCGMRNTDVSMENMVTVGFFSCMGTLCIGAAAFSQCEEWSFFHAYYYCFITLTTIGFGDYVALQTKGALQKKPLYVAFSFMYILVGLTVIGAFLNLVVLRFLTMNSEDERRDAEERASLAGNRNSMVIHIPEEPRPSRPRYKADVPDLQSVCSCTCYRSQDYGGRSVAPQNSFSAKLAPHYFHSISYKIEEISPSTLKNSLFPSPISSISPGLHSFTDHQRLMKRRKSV
TRPC4 agonist: opens the mouse TRPC4 cation channel. B-score at 10 µM. Q9QUQ5. HEK293 TRPC4beta/mu-opioid, Fluo4 calcium fluorescence; hits give high values. 310,000 compounds, 0.49% hits;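 active = B-score above 5 SD of library B-scores, and initial fluorescence ratio not above library mean plus 5 SD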;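 note: positive B-score marks a calcium rise read as TRPC4 activation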
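Assay system: HEK293 cells stably co-expressing mouse TRPC4beta and mu-opioid receptor / Timing: Fluo4 dye loading 45 min at room temperature, 110 s recording / Signal: Fluo4 calcium-sensitive dye fluorescence, kinetic, 1 Hz baseline / Read-out: integrated baseline-normalised fluorescence ratio, converted to per-well B score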
TMEM16A act: activates or potentiates the mouse TMEM16A chloride channel; 340,000 compounds, 0.3% hits; Q8BHY3; HEK293 TMEM16A/YFP-H148Q/I152L, iodide quench fluorescence; hits give low values; B-score at 10 µM;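 active = fluorescence-ratio B-score plate-corrected deviation score at least 3 library SD below zero, with starting fluorescence score within 5 deviations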;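 note: channel opened by trigger with iodide after compound preincubation; score built on the fluorescence ratio of max minus min over baseline; more negative score means more quench and so TMEM16A activation or potentiation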
ANO1 block: blocks the mouse calcium-activated chloride channel TMEM16A; Q8BHY3; HEK293 TMEM16A/YFP iodide influx fluorescence, ionomycin; normalized B-score (activity score, 25-100; higher = stronger inhibition) at 10 µM; 310,000 compounds, 1.2% hits;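 active = ratio plate-corrected score three or more library SD toward inhibition, starting fluorescence score within five deviations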;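 note: score derived from kinetic fluorescence span divided by baseline fluorescence per well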
hERG rescue: shields human hERG channel from block by proarrhythmic agents. Q12809. CHO-hERG, FluxOR thallium flux, dofetilide IC70 present. activation (rescue from dofetilide block), less the hit threshold, % at 10 µM. 310,000 compounds, 0.51% hits;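 active = activation above the mean of controls blocked by dofetilide plus 5 SD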;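 note: thallium influx through hERG after potassium depolarization seen as dye fluorescence rise; in these data hits start at about 4.7%; inactives centre near -7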
TRPC4 PAM: TRPC4 (mouse) allosteric potentiation; HEK293 TRPC4beta/mu-opioid, DAMGO EC20, Fluo-4 Ca2+ flux; hits give high values; B-score at 10 µM; 310,000 compounds, 0.42% hits;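 active = B-score of calcium response area above 5 SD of library B-scores, with initial fluorescence ratio within 5 SD of library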;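 note: B-score of integrated fluorescence ratio over time as area under calcium response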
KCNQ1 block: inhibitors of human KCNQ1 potassium channel. P51787. CHO-K1 KCNQ1, FluxOR thallium flux fluorescence; hits give high values. B-score at 10 µM. 310,000 compounds, 1.3% hits. AID 2642;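 active = compounds whose thallium flux B-score, printed positive for inhibition, exceeds three library SD while starting fluorescence stays within three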;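 note: channel opened by potassium depolarization with thallium stimulus after 20 min compound exposure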
* marks the source's active call; other numbers are inactive results; i = inactive; ? = inconclusive; nt = no result given. These rows are one share of the data (hit frequency here may not be typical).

canonical_smiles,KCNK3 inh,Dyrk1A ADPGlo,KCNQ1 pot,HDAC3 inhib,KCNK9 inh,TRPC4 agonist,TMEM16A act,ANO1 block,hERG rescue,TRPC4 PAM,KCNQ1 block
COc1cc(C2NC(=O)NC(C)=C2C(=O)OCC2CCCCC2)cc(Cl)c1O (configuration not stated),i,22,i,6,i,i,i,i,-19,i,i
CCCCc1nc2sc3c(=O)[nH]cnc3c2c2c1CCCC2,i,-1,i,1,i,i,i,i,-7,i,i
O=C(Cn1ccc([N+](=O)[O-])n1)c1ccccc1,i,1,i,1,i,i,i,i,-6,i,i
Cc1ccc(NC(=O)N[C@@H](CC(C)C)C(=O)O)c(C)c1,i,-4,i,2,i,i,i,i,-14,i,i
CCOc1ccccc1OCCOc1ccccc1CC,i,-1,i,5,i,i,i,i,-8,i,i
COc1ccc(NC(=O)CN(C)C(=O)c2cccc(S(=O)(=O)Nc3ccc(OC)cc3)c2)cc1,i,1,i,1,i,i,i,i,-14,i,i
COc1ccc(-[n+]2c(C)cc(/C=C3\Sc4ccccc4N3C)cc2C)cc1,i,-6,i,19,i,i,i,i,-46,i,23*
CC(Sc1nncn1C)C(=O)Nc1ccc(S(N)(=O)=O)cc1 (configuration not stated),i,-5,i,nt,i,i,i,i,-13,i,i
O=C(Nc1ccc(C(=O)O)cc1)/C(=C\C=C\c1ccccc1)NC(=O)c1ccccc1Br,i,-3,i,9,i,i,i,i,-18,i,i
O=C(NCCS(=O)(=O)N1CCN(c2ccccc2F)CC1)C1CC(=O)N(c2ccc(F)cc2)C1 (configuration not stated),i,0,i,-6,i,i,i,i,-8,i,i
COC(=O)c1cc(N=CC2=C(O)CC(C)(C)CC2=O)cc(C(=O)OC)c1,i,4,i,-1,i,i,i,i,-6,i,i
CC(=O)Nc1ccc2c(CSc3nncs3)cc(=O)oc2c1,i,-5,i,0,i,i,i,i,-8,i,i
Cc1cc(OCC(=O)Nc2cccnc2)c2c(C)c(C)c(=O)oc2c1,i,6,i,-3,i,i,i,i,-7,i,i
CNc1nc(C)cc(C)c1S(=O)(=O)c1ccc(C)cc1,i,0,i,-4,i,i,i,i,-11,i,i
CC1CCN(c2ncnc3c2cnn3Cc2ccc(Cl)cc2)CC1,i,-2,nt,-1,nt,nt,i,i,nt,nt,nt
Cc1ccc(N2CC(C(=O)NCC3CCCO3)CC2=O)cc1Cl (configuration not stated),i,7,i,2,i,i,i,i,-1,i,i
O=C(c1cc(C2CC2)on1)N1CCCC(N2CCN(c3cccc(C(F)(F)F)c3)CC2)C1 (configuration not stated),i,-5,i,4,i,i,i,i,-15,i,i
O=C(Cc1ccc(Nc2nc3ccc(Br)cc3[nH]2)cc1)NCCc1cccs1,i,6,i,-2,i,i,i,i,-11,i,i
N=C(N)SCc1ccccc1Cl,i,-2,i,4,i,i,i,i,-4,i,i
Cc1cc(C)n2c(SCC(=O)Nc3ncc(C(F)(F)F)cc3Cl)nnc2n1,i,-40,i,0,i,i,i,i,-6,i,i
CCOc1cccc(C(=O)Nc2ccccc2C(=O)N2CCOCC2)c1,i,3,i,14,i,i,i,i,-7,i,i
O=C(c1ccccc1SCc1ccccc1)N1CCOCC1,i,nt,i,1,i,i,i,i,-9,i,i
O=C(NCCN1CCN(S(=O)(=O)c2ccc(F)cc2)CC1)C(=O)NCc1ccccc1,i,1,i,?,i,i,i,i,-7,i,i
CCOc1ccc(C(=O)NCC(C)NC(=O)c2ccc(OCC)cc2)cc1 (configuration not stated),i,2,i,8,i,i,i,25*,-4,i,14*

Part of the list above, limited to KCNK9 inh and hERG rescue:
Molecule | KCNK9 inh | hERG rescue
Cc1ccc(NC(=O)N[C@@H](CC(C)C)C(=O)O)c(C)c1 | i | -14
CCOc1ccccc1OCCOc1ccccc1CC | i | -8
COc1ccc(NC(=O)CN(C)C(=O)c2cccc(S(=O)(=O)Nc3ccc(OC)cc3)c2)cc1 | i | -14
COc1ccc(-[n+]2c(C)cc(/C=C3\Sc4ccccc4N3C)cc2C)cc1 | i | -46

(next part)
canonical_smiles,KCNK3 inh,Dyrk1A ADPGlo,KCNQ1 pot,HDAC3 inhib,KCNK9 inh,TRPC4 agonist,TMEM16A act,ANO1 block,hERG rescue,TRPC4 PAM,KCNQ1 block
CC(C)C(OC(=O)c1ccco1)C(=O)NCc1ccccc1 (configuration not stated),i,0,i,-1,i,i,i,i,-10,i,i
COc1ccc(C(=O)c2sc3nc(-c4ccccc4)ccc3c2N)cc1OC,i,-5,i,-8,i,i,i,i,-2,i,i
O=C(COC(=O)CCC(=O)c1cccs1)NCc1ccc(Cl)cc1,i,8,i,1,i,i,i,i,-10,i,i
CCOC(=O)c1c(C)[nH]c(C)c1C(=O)CSc1nnc(N)s1,i,3,i,9,i,i,i,i,-8,i,i
CC(C)N(C(=O)CSc1nnnn1C1CCCC1)C(C)C,i,-9,i,1,i,i,i,i,-5,i,i
C=C(C)Cn1c(CNC(C)=O)nc2ccccc21,i,0,i,nt,i,i,i,i,-4,i,i
O=C(CNC(=O)c1ccc(Br)cc1)NCC(=O)OCC(=O)c1ccc([N+](=O)[O-])cc1,i,7,i,-5,i,i,i,i,-3,i,i
Cc1cc(=O)oc2cc(OCCSCCN3CCCCC3)ccc12,i,4,i,-3,i,i,i,i,-9,i,i
COc1ccc(C(CNC(=O)COc2ccccc2OC)N2CCCCC2)cc1 (configuration not stated),i,0,i,3,i,i,i,i,-7,i,i
CC1(CCC#N)N=C(SCCC#N)N(c2ccccc2)C1=O (configuration not stated),i,nt,i,1,i,i,i,i,-8,i,i
COc1ccccc1NC(=O)COC(=O)Cc1ccc(S(=O)(=O)N2CCCCC2)s1,i,-6,i,3,i,i,i,i,-6,i,i
CC(=O)c1ccc(N2CCN(C(=O)c3cccs3)C(C)C2)c(F)c1 (configuration not stated),i,nt,i,7,i,i,i,i,-6,i,i
O=C(Nc1cccc(O)c1)c1c(O)c2ccccc2[nH]c1=O,i,-1,i,-8,i,i,i,i,-11,i,i
Cc1ccccc1NS(=O)(=O)c1ccc(C(=O)N2CCCC(C(F)(F)F)C2)cc1 (configuration not stated),i,10,i,5,i,i,i,i,-3,i,i
Cc1c(-n2c(=O)n(Cc3ccccc3)c(=O)c3[nH]cnc32)cccc1S(C)=O (configuration not stated),i,0,i,-14,i,i,i,i,-5,i,i
O=C(c1ccc(S(=O)(=O)N2CCCCC2)cc1)c1nnc(-c2ccc(Cl)cc2)o1,i,-3,i,nt,i,i,i,nt,0,i,i
CC(C)(O)[C@H](O)COc1c2ccoc2cc2oc(=O)ccc12,i,48,i,-1,i,i,i,i,-7,i,i
O=C1CN=C(Nc2ccc(Cl)cc2)N1c1ccccc1,i,-4,i,4,i,i,i,i,-9,i,i
O=C(O)c1cccc(NC(=O)c2ccc(N3C(=O)c4ccc(C(=O)Nc5cccc(C(=O)O)c5)cc4C3=O)cc2)c1,i,7,i,3,i,i,i,i,1,i,i
Cc1cc2nc3c(=O)[nH]c(=S)[nH]c3nc2cc1NC(=O)C(F)(F)F,i,2,i,2,-7.2*,i,-5.2*,i,-20,i,11*
COC(=O)c1ccc(NC(=O)Cn2nnc(-c3cccs3)n2)cc1,i,0,i,0,i,i,i,i,-18,i,i
Nc1nonc1C(=O)NCCNC(=O)c1cccc(Cl)c1,i,-2,i,-9,i,i,i,i,-3,i,i
CCn1ncc(CNC(=O)C2(C)CC2(Cl)Cl)c1C (configuration not stated),i,15,i,4,i,i,i,i,-1,i,i
Cc1c(C)n(C)c2ccc(C(=O)N3CCN(c4ccccc4)CC3)cc12,i,6,i,-2,i,i,i,i,-6,i,i
COC(=O)C1OC2(OC1C(=O)OC)c1ccccc1-c1ccccc12 (configuration not stated),i,4,i,0,i,i,i,i,-10,i,i
COc1cc2cc(CN(CCO)C(=O)c3cccs3)c(=O)[nH]c2cc1OC,i,3,i,2,i,i,i,i,-4,i,i
Cc1cc(=O)n(CCO)c(O)c1C#N,i,5,i,-3,i,i,i,i,-3,i,i
O=C(O)CCNS(=O)(=O)c1ccc(Oc2ccccc2Cl)cc1,i,8,i,4,i,i,i,i,-6,i,i
CC(=O)c1ccc(N2CCN(C(=O)C3CCN(S(=O)(=O)c4ccc5c(c4)CC(C)N5C(=O)C4CC4)CC3)CC2)cc1 (configuration not stated),i,-1,i,-2,i,i,i,i,-4,19*,i
Cc1c(C(=O)Nc2ccc3c4c(cccc24)CC3)cccc1[N+](=O)[O-],i,3,i,-3,i,i,i,i,-10,i,i
CCOc1ccccc1N1C(=O)c2cccnc2C1=O,i,-5,i,-7,i,i,i,i,-12,i,i
Cc1c(C(=O)N2CCN(c3ccccc3F)CC2)sc2nc(-c3ccccc3)cn12,i,3,i,5,i,i,i,i,-4,i,i
Cc1cc(=O)oc(C)c1C(=O)Nc1ccc(Cl)cn1,i,-9,i,2,i,i,i,i,-8,i,i
COc1ccc(C(CNC(=O)c2cccc(S(=O)(=O)Nc3ccccc3OC)c2)N2CCCC2)cc1 (configuration not stated),i,-1,i,5,i,i,i,i,-11,i,i
c1ccc(Cc2nc3ccccc3[nH]2)cc1,i,13,i,-9,i,i,i,i,-5,i,i
